# From PubChem BioAssay
# CHRM4 antagonist: human M4 muscarinic receptor antagonists, primary screen, CHO cells, Fluo-8 calcium fluorescence; Muscarinic acetylcholine receptor M4 (Homo sapiens), P08173; CHO-hM4 cells, ACh EC80; inhibition, % at 3 µM; 360,000 tested, 0.73% active; AID 624125, 2012;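 active = inhibition above its plate's cutoff, the mean inhibition of sample wells plus 3 SD, cut at about 27% in these data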;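 also: 0% = acetylcholine EC80 with DMSO and 100% = DMSO without agonist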
# Target sequence (P08173 whole entry, looked up): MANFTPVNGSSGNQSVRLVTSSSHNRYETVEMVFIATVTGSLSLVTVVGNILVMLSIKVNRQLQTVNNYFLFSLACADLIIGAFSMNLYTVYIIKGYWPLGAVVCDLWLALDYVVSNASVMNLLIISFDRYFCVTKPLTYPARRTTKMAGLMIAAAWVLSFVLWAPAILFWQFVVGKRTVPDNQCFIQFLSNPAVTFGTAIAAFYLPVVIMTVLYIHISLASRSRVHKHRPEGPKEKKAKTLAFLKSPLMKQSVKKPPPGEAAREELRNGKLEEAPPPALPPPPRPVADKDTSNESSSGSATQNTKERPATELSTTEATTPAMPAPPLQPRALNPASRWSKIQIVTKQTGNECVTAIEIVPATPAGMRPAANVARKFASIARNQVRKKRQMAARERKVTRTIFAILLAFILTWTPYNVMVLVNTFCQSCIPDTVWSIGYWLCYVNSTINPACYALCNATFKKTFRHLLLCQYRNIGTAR
# M5 antag: human M5 muscarinic receptor antagonists, primary screen, CHO cells, Fluo-8 calcium fluorescence. CHO-hM5 cells, ACh EC80. AID 624040, 2012. 360,000 tested, 0.59% active. inhibition, % at 3 µM. Muscarinic acetylcholine receptor M5 (Homo sapiens), P08912;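 active = inhibition above a per-plate cutoff, the mean of that plate's test compounds plus 3 SD, cut at about 27% in these data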;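 also: 0% = acetylcholine EC80 with DMSO and 100% = DMSO without agonist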
# Target sequence (P08912 whole entry, looked up): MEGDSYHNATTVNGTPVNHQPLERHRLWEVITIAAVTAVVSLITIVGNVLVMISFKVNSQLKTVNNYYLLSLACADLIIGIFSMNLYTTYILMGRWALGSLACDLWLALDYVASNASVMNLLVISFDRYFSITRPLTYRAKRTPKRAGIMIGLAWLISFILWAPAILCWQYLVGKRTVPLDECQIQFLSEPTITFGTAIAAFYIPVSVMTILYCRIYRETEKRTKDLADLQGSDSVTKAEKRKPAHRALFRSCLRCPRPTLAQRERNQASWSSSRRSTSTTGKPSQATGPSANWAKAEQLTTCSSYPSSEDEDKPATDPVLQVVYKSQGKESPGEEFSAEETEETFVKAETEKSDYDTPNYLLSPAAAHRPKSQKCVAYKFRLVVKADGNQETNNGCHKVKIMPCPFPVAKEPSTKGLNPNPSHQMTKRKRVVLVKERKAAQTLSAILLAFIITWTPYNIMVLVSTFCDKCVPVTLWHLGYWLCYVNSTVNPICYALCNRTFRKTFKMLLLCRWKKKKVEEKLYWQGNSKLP
# M4 PAM: human M4 muscarinic receptor positive allosteric modulators, primary screen, CHO-K1 cells, Fluo-8 calcium fluorescence | Muscarinic acetylcholine receptor M4 (Homo sapiens), P08173 | CHO-K1 hM4/Gqi5, ACh EC20; 0% = ACh EC20, 100% = maximal ACh | activation, % at 3 µM | 360,000 tested, 0.4% active | AID 624126, 2012;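 active = activation above its plate's cutoff, the mean activation of sample wells plus 3 SD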; also: some results filed as inactive read as strong as hits
# M1 PAM: human M1 muscarinic receptor positive allosteric modulators, primary screen, CHO-K1 cells, Fluo-8 calcium fluorescence, 1536-well | Muscarinic acetylcholine receptor M1 (Homo sapiens), P11229 | CHO-K1 hM1, ACh EC20; 0% = ACh EC20, 100% = maximal ACh | activation, % at 3 µM | 360,000 tested, 0.088% active; in the data active = activation above about 19%, passing the limit was not always enough
# M5 PAM: human M5 muscarinic receptor positive allosteric modulators, primary screen, CHO-K1 cells, Fluo-8 calcium fluorescence. activation, % at 3 µM. CHO-K1 hM5, ACh EC20 PAM; 0% = ACh EC20, 100% = ACh EC100. AID 624038, 2012. Muscarinic acetylcholine receptor M5 (Homo sapiens), P08912. 360,000 tested, 0.3% active;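 active = activation above the run cutoff, the mean activation of all test compounds plus 3 SD, cut at about 18% in these data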
#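 Assay system: CHO-K1 hM5 cells / Incubation: Fluo-8 loading 80 min at 37 °C plus 30 min room temperature / Technique: Fluo-8 calcium dye fluorescence, kinetic read / Repeats: single replicate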
# M5 ag: human M5 muscarinic receptor agonists, primary screen, CHO-K1 cells, Fluo-8 calcium fluorescence. Muscarinic acetylcholine receptor M5 (Homo sapiens), P08912. CHO-K1 hM5 cells; 0% DMSO wells, 100% maximal acetylcholine response. activation, % at 3 µM. 360,000 tested, 0.19% active;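 active = activation above the run's mean over test compounds plus 3 SD, cut at about 23% in these data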;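 also: signal is peak over basal fluorescence ratio across the kinetic read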
# CHRM1 antagonist: human M1 muscarinic receptor antagonists, primary screen, CHO-K1 cells, Fluo-8 calcium fluorescence, 1536-well; CHO-K1 hM1, ACh EC80 antagonist; Muscarinic acetylcholine receptor M1 (Homo sapiens), P11229; inhibition, % at 3 µM; 360,000 tested, 1.3% active; AID 588852, 2011;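 active = percent inhibition above its own plate's cutoff, namely the mean of that plate's compound wells plus 3 SD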;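 also: peak over basal fluorescence ratio during 140 s after agonist addition; 0% = ACh EC80 plus DMSO and 100% = DMSO alone without agonist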
# CRFBP-R2 agonist: agonists of CRF-BP/CRF-R2 complex, primary screen, cell-based, HEK293, calcium dye fluorescence, uHTS | CRF-binding protein / CRF receptor 2 complex (human) | calcium dye fluorescence (FLIPR); percent of saturating CRF peptide response | activation, % at 13.2 µM | 350,000 tested, 0.46% active | AID 588473, 2011;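 active = activation of at least 50%, plus an integration ratio under a set limit after plate pattern correction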;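 also: plate controls were neutral control wells without compound for no effect and CRF at EC100 for full effect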
# CHRM4 agonist: human M4 muscarinic receptor agonists, primary screen, CHO-K1 cells, Fluo-8 calcium fluorescence. 360,000 tested, 0.14% active. CHO-K1 hM4/Gqi5; vehicle 0%, full acetylcholine response 100%. Muscarinic acetylcholine receptor M4 (Homo sapiens), P08173. activation, % at 3 µM;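 active = activation above the run mean over all test wells plus 3 SD, cut at about 32% in these data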;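 also: peak over basal fluorescence ratio per well then scaled between controls; 0% = DMSO wells and 100% = acetylcholine at EC100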
# Starred values were filed as active, the others as inactive.
SMILES,CHRM4 antagonist,M5 antag,M4 PAM,M1 PAM,M5 PAM,M5 ag,CHRM1 antagonist,CRFBP-R2 agonist,CHRM4 agonist
O=c1cc(COc2ccc(Cl)c(Cl)c2)nc2sccn12,1.0,8.3,-4.8,7.0,-2.3,-1.1,-5.2,-3.6,0.2
O=C(C1=C[C@@H](c2coc3ccccc3c2=O)C[C@@H](OCc2ccc(CO)cc2)O1)N1CCCCCCC1,6.6,9.3,-3.1,-6.1,-0.6,2.5,5.1,-6.1,5.8
CCCOc1ccc(NC(=O)CC2C(=O)Nc3ccccc3N2CC(=O)N2CCCC2)cc1 (stereo unspecified),-9.3,6.2,10.9,17.3,4.0,2.8,-13.9,-0.2,0.0
COC(=O)c1ccc(Oc2nc(SC)nc(N(C)C)n2)cc1,3.5,-2.6,-0.3,1.3,-0.9,-3.3,10.3,1.1,-0.1
CCC(C(=O)N1CCN(S(C)(=O)=O)CC1)c1ccccc1 (stereo unspecified),1.3,2.6,-2.7,0.0,2.8,-7.2,-1.0,0.1,-0.1
C[C@@H](C(=O)Nc1ccc2ccccc2c1)[C@@H]1C[C@@]1(C)[C@@H](NC(=O)c1cccnc1)c1ccccc1,-3.3,10.2,-4.3,1.2,-11.3,1.1,-3.8,-1.7,7.5
CCn1c(SCC(=O)Nc2ccccc2Br)nnc1-c1cnccn1,5.0,-2.1,0.3,4.0,4.0,-2.3,-3.5,0.7,1.2
O=[N+]([O-])c1ccc(N2CCOCC2)cn1,-5.6,0.3,6.8,8.5,-0.2,-4.1,-3.9,8.9,0.3
CS(=O)(=O)N(CC(=O)N1CCCC1)c1cccc(F)c1,-2.9,0.3,3.1,12.5,2.5,-1.5,-27.3,0.6,0.8
CCCCOC(=O)Oc1ccc2c(=O)c(Oc3cccc(C)c3)coc2c1,3.2,9.1,-8.9,-3.6,-4.2,-1.3,4.6,-2.1,-0.5
COc1cc(NC(=O)N[C@@H](CCSC)C(=O)O)cc(OC)c1,-2.2,3.8,-2.0,6.5,0.1,-2.2,-4.6,-3.3,0.6
Cc1cccn2c(=O)c(C=O)c(Nc3ccccc3)nc12,0.7,2.4,-1.3,8.3,-2.8,-3.0,-3.4,-0.6,0.2
CCCCCC(=O)N1C[C@@H](O)[C@H](n2cc(-c3ccc(F)cc3)nn2)C[C@@H]1c1ccccc1,-14.6,17.4,0.6,6.8,-4.8,-0.9,-12.5,1.5,2.7
O=C(c1cccc(F)c1)N1CCN(CC2CC3C=CC2C3)CC1 (stereo unspecified),-2.7,-2.8,-8.2,2.7,-0.9,-8.6,-28.6,-1.5,0.6
O=C(Nc1nccs1)C1(c2ccc(Cl)cc2)CC1,4.7,8.2,-9.8,-3.0,1.0,-14.9,15.5,0.6,-1.7
Cc1cc(C)c(NC(=O)CCCN2CCCC2)c(C)c1,10.9,8.7,-2.0,-3.7,-2.3,-1.3,9.8,0.0,0.1
COc1ccc(CCNCC(O)COc2ccc(OC)cc2C(C)(C)C)cc1 (stereo unspecified),-10.0,4.1,3.7,11.2,0.1,1.6,-15.8,0.3,17.7
COc1cc(Cl)ccc1OCc1cc(C(=O)NC(C)Cc2cnccn2)no1 (stereo unspecified),6.2,11.9,-7.1,-4.0,-6.8,0.7,7.0,-0.1,7.0
O=C(N/N=C/c1sc2ccccc2c1O)c1ccccc1,7.3,0.4,-13.6,-0.7,-7.8,8.9,-0.6,15.0,15.3
CCN1C(=O)c2ccccc2Sc2ccc(C(=O)NCCCN3CCCCC3)cc21,3.2,12.1,-7.5,-36.0,-5.1,-10.6,30.3,-1.5,0.2
Cc1cccc(C)c1OC(=O)c1ccccc1,-5.2,22.3,-2.1,0.1,-4.7,1.0,-6.2,-2.5,0.2
O=Cc1ccc2noc(-c3ccc(F)cc3)c2c1,1.9,-0.1,0.2,5.2,7.9,-1.7,-1.0,15.4,0.4
CCCCOCCCn1cnc2c([nH]c3cc(OC)ccc32)c1=O,-2.0,0.8,-2.1,-0.2,2.6,-0.5,-19.9,-1.6,1.8
COCCNC(=O)C1CCC(CNS(=O)(=O)c2ccc(F)cc2)CC1 (stereo unspecified),-3.7,6.8,3.9,9.9,0.2,-2.9,-9.8,0.0,0.0
COC(=O)C(C)(C)ONC(=O)Nc1ccc(Br)cc1,-2.5,-1.2,-0.5,0.5,-1.0,-4.1,-2.0,-3.2,0.6

# Some of these compounds in order of their number in CHRM4 antagonist, ascending:
SMILES,CHRM4 antagonist,M5 antag,M4 PAM,M1 PAM,M5 PAM,M5 ag,CHRM1 antagonist,CRFBP-R2 agonist,CHRM4 agonist
COCCNC(=O)C1CCC(CNS(=O)(=O)c2ccc(F)cc2)CC1 (stereo unspecified),-3.7,6.8,3.9,9.9,0.2,-2.9,-9.8,0.0,0.0
CCCCOCCCn1cnc2c([nH]c3cc(OC)ccc32)c1=O,-2.0,0.8,-2.1,-0.2,2.6,-0.5,-19.9,-1.6,1.8
Cc1cccn2c(=O)c(C=O)c(Nc3ccccc3)nc12,0.7,2.4,-1.3,8.3,-2.8,-3.0,-3.4,-0.6,0.2
CCN1C(=O)c2ccccc2Sc2ccc(C(=O)NCCCN3CCCCC3)cc21,3.2,12.1,-7.5,-36.0,-5.1,-10.6,30.3,-1.5,0.2

# Remaining list, next part
SMILES,CHRM4 antagonist,M5 antag,M4 PAM,M1 PAM,M5 PAM,M5 ag,CHRM1 antagonist,CRFBP-R2 agonist,CHRM4 agonist
COc1cc(O)ccc1C=O,18.0,3.9,-10.8,9.1,2.5,-0.2,-11.5,-0.3,0.3
CCNC(=O)CC1C(=O)N(c2ccc(F)cc2)C(=O)N1CCC(C)C (stereo unspecified),-22.1,5.6,14.9,5.5,-1.3,-1.5,-9.9,4.7,0.1
CC(=O)c1ccc(NC(=O)CSc2nnc(NC(=O)c3ccco3)s2)cc1,1.0,-0.2,21.4*,11.5,9.5,-2.9,-13.1,-0.9,0.7
COP(=O)(OC)C(Nc1ccc(Cl)cc1)c1ccccc1 (stereo unspecified),-4.0,6.3,-3.9,0.9,0.7,0.4,-0.2,1.0,0.5
O=C(CNc1ccc(F)cc1Cl)Nc1cccc(S(=O)(=O)N2CCCCC2)c1,6.8,17.7,-5.3,-4.4,-27.4,1.8,15.3,0.6,17.5
CC(=O)C1CCC2C3CCC4=CC(=O)C=CC4(C)C3CCC12C (stereo unspecified),-16.4,4.6,-2.1,-6.2,-3.6,-1.2,1.0,2.5,7.1
Nn1cnnc1SCC(=O)N1CCc2ccccc2C1,6.7,1.4,9.4,0.6,3.9,1.7,1.3,-0.9,0.8
COc1ccc(-c2c(-c3cc(OC)cc(OC)c3)n(C)c3ccc(-c4ccc(OC)nc4)cc23)cc1,-5.5,4.1,14.0,8.3,10.8,2.5,-7.2,-1.9,1.3
COc1cccc(CNC(=O)c2ccccc2NC(=O)C2=C(C)OCCS2)c1,-7.9,2.5,-2.5,-12.7,-6.1,-0.6,14.0,0.8,11.3
CC(=O)Nc1ccc(NC(=O)C(C)OC(=O)CCCN=C2NS(=O)(=O)c3ccccc32)cc1 (stereo unspecified),-14.3,3.0,6.0,7.1,3.4,3.2,11.8,1.1,0.0
COc1ccc(Cl)c(Cn2c(NCc3ccccn3)nc3c2c(=O)n(C)c(=O)n3C)c1,3.8,0.2,0.1,5.1,-3.4,-6.2,-41.2,-1.2,-1.2
CN(C(=O)CSc1nnc(-c2ccc(C(C)(C)C)cc2)n1C)C1CCS(=O)(=O)C1 (stereo unspecified),0.4,-4.9,-3.0,5.2,11.4,1.5,-4.6,0.8,1.4
C=CCOc1ccc(/C=C/C(=O)OCC(=O)NC2CCCCCC2)cc1,-2.7,10.1,4.9,1.7,-2.5,-3.6,5.1,0.1,1.3
COC1CC(C)NC(=S)N1 (stereo unspecified),1.3,3.2,9.3,7.2,7.2,-0.2,-9.8,0.6,-0.3
Cc1nc(C(=O)N2CCCC(N3CCN(c4ccc(F)cc4)CC3)C2)cs1 (stereo unspecified),-2.9,-0.4,6.8,-0.5,-6.5,-0.5,-1.8,0.7,1.7
COC(=O)/C=C1\SC(=Nc2ccc(OC)cc2)NC1=O,1.4,16.2,8.5,12.7,-11.1,-1.0,-17.1,1.4,-0.3
Cc1ccc(-n2ncc3c2CCCC3NC(=O)CCCN2CCCC2=O)cc1C (stereo unspecified),-8.7,6.3,0.5,10.2,-4.8,-2.2,-8.4,-1.5,0.0
CCC1SC2=NC(C)=C(C(=O)OCCOC)C(/C=C/c3ccccc3OC)N2C1=O (stereo unspecified),-1.6,7.7,0.0,5.7,-11.2,-1.1,-9.1,0.3,0.7
COc1ccc(OC)c(-c2csc(NC(=O)CSCC(=O)Nc3cc(C)on3)n2)c1,2.5,5.2,-0.7,2.7,-4.7,-2.2,-7.7,-5.2,3.4
CCOc1ccc(-n2cc(C(=O)c3cc(Cl)ccc3O)cc(C#N)c2=O)cc1,-0.6,-5.5,-7.4,-0.6,-9.3,8.4,0.6,12.9,12.4
O=C(NCCOC(=O)Nc1cccc2ccccc12)OCc1ccccc1,-8.8,5.5,-0.2,2.5,4.3,-8.5,-4.5,-2.0,1.1
Cc1ccc(C(=O)CCC(=O)NC2=NCCS2)cc1,-24.8,4.2,7.9,3.1,-7.6,-2.5,-6.3,0.1,2.2
Nc1nc(NCCc2ccccc2)nc(NCCO)c1[N+](=O)[O-],-6.1,0.9,6.2,-0.2,1.0,0.8,13.6,0.0,3.7
Cc1ccc2nc(NC(=O)c3ccc(N4C(=O)CCC4=O)cc3)sc2c1,0.1,-6.7,-3.5,7.7,-7.7,2.6,-4.6,-0.9,2.0
COC(=O)CN(c1cccc(C(C)=O)c1)S(C)(=O)=O,5.7,-2.0,2.6,10.3,3.2,2.6,-6.0,-1.9,1.0
# The listing continues.
SMILES,CHRM4 antagonist,M5 antag,M4 PAM,M1 PAM,M5 PAM,M5 ag,CHRM1 antagonist,CRFBP-R2 agonist,CHRM4 agonist
CCN1CCN(C(CNS(=O)(=O)c2ccc(Cl)cc2)c2cccnc2)CC1 (stereo unspecified),4.7,24.5,-3.1,-0.5,-5.2,-9.9,3.2,-0.4,0.1
COc1cccc(CNC(=O)c2cc3ccccn3n2)c1,-10.7,0.5,8.4,5.6,-0.5,0.8,-8.0,-1.1,2.1
CC(=O)c1c(C(C)=O)c(C)n(NC(=O)c2ccccc2Cl)c1C,9.8,8.1,-5.1,-4.2,-2.1,-0.2,7.2,1.8,0.9
Cc1ccsc1C(=O)NCCc1c[nH]c2ccccc12,-11.0,9.5,4.0,8.1,-7.2,-3.8,-12.2,-0.2,3.4
O=C(COC(=O)CCCOc1ccccc1)NNC(=O)c1ccc([N+](=O)[O-])cc1,2.4,-2.0,0.7,5.2,3.2,-1.6,-4.6,-2.4,2.9
O=C(NCc1ccccc1Cl)C(=O)NCC1OCCN1S(=O)(=O)c1cccs1 (stereo unspecified),-5.6,0.6,-0.9,5.0,-5.8,-1.2,-2.0,0.4,2.2
